NPR2 activator = GC-B (human) receptor activation; 0.11% of 370,000 active; HEK293-GC-B cells, CNP EC30, cGMP TR-FRET; 0% at EC30 CNP, 100% saturating CNP; P20594; activation, % at 10 µM;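 active means activation at 10 µM reaching about 35% in either raw or pattern-adjusted values, limit read from the data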
NPR1 activator = GC-A (human) enzyme activation; activation, % at 10 µM; AID 1671463; 0.14% of 370,000 active; HEK293 GC-A cells, cGMP TR-FRET, EC30 ANP; 0% at EC30 ANP, 100% saturating ANP; in the data active means activation above about 40%
MBD2 inh = blocks human MBD2 binding to methylated DNA | Q9UBB5 | 0.31% of 370,000 active | inhibition, % at 4.4 µM | TR-FRET, MBD2 binding to methylated oligonucleotide; in the data active means inhibition above about 13%
Target sequence (Q9UBB5 whole entry, looked up): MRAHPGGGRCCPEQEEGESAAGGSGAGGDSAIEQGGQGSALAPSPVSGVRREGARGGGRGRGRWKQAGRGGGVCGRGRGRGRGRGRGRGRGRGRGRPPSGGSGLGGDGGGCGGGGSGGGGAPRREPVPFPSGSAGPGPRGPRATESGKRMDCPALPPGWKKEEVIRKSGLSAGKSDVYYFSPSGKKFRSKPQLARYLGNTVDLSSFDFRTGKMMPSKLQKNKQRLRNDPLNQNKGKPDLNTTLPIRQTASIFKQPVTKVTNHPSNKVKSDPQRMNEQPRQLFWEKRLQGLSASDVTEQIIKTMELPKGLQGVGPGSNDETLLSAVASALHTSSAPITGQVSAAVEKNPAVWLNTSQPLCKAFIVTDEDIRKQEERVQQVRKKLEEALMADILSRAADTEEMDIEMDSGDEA
UHRF1 binding = human UHRF1 methylated DNA binding inhibitors; 0.75% of 370,000 active; Q96T88; UHRF1 binding to methylated oligo, TR-FRET; inhibition, % at 4.4 µM; in the data active means inhibition above about 21%;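 further: UHRF1 SRA domain binding a hemimethylated CpG hairpin DNA probe; 0% = median of test compound wells and 100% = reference inhibitor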
HTRA1 inhibitor = inhibitors of human serine peptidase HTRA1 | 0.5% of 340,000 active | inhibition, % at 5.96 µM | Q92743 | recombinant HTRA1, FP-rhodamine activity-based probe, fluorescence polarization; in the data active means inhibition above about 36%;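 further: 0% = enzyme with DMSO and 100% = wells lacking enzyme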
Target sequence (Q92743 whole entry, looked up): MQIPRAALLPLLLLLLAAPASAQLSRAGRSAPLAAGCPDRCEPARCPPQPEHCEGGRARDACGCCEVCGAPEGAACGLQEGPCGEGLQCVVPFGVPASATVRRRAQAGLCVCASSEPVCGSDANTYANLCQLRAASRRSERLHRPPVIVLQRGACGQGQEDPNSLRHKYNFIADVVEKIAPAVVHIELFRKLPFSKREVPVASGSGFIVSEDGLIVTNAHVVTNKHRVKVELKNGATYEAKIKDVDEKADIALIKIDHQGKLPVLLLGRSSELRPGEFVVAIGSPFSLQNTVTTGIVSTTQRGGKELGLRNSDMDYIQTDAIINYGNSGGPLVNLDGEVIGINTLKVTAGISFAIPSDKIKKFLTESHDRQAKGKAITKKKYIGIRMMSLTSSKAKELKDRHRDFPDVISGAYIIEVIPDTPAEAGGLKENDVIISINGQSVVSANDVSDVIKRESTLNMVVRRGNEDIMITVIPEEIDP
rCAG binder = r(CAG) repeat RNA binding; TO-PRO-1 dye displacement fluorescence; inhibition, % at 3 µM; 1.3% of 370,000 active; AID 651821;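 active means inhibition above the plate cutoff, the mean of all test compounds on that plate plus 3 SD, cut at about 35% in these data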;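 further: 0% = DMSO alone and 100% = 100 µM mitoxantrone as full dye displacement; higher means more dye released from RNA so lower well fluorescence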
TCR CD3 inh = human TCR-CD3 binding inhibition. TAMRA-labeled TCR probe fluorescence, biochemical. inhibition, % at 9.4 µM. 0.37% of 360,000 active. AID 651800; in the data active means inhibition above about 19%;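 further: recombinant mutant TCR 2C K166C tagged with TAMRA read by polarization; 0% = receptor in buffer alone and 100% = receptor with positive control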
ABHD4 inh = ABHD4 (mouse) inhibition, primary FP screen; Q8VD66; inhibition, % at 8.92 µM; AID 720543; 0.54% of 370,000 active; purified mABHD4, FP-Rh probe fluorescence polarization;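 active means inhibition exceeding the mean over every tested compound plus 3 SD, cut at about 30% in these data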;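 further: 0% = plate median of compound wells and 100% = S159A mutant with DMSO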
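system = mouse ABHD4 enzyme, wild type | medium = HEPES pH 7.0, NaCl, Pluronic buffer | also added = FP-Rh probe | incubation = Enzyme–compound pre-incubation 45 min, then probe 60 min, both 25 °C | technique = fluorescence polarization, excitation 525 nm, emission 598 nm, BODIPY TMR filters | controls = S159A mutant high control, sample median low control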
SIAE inh = human SIAE inhibition, primary screen. Q9HAT2. SIAE FP-Rh probe binding, fluorescence polarization. inhibition, % at 9.66 µM. 0.69% of 370,000 active. AID 1053197;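 active means inhibition above a cutoff: mean of compounds within the control limits plus 3 SD of those, cut at about 17% in these data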;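 further: 0% = plate median of compound wells and 100% = probe without SIAE protein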
PRMT1 FP inh = inhibitors of human PRMT1; AID 652257; Q99873; recombinant PRMT1, activity-based probe fluorescence polarization; 1.3% of 370,000 active; inhibition, % at 2.79 µM;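 active means inhibition above about 21% made by adding two undisclosed values, limit read from the data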
Numbers without * were called inactive.

Sample of the layout, three compounds:
Screening C/C(=N\NC(=O)c1ccncc1)c1cc2ccccc2o1 returned NPR2 activator 2, NPR1 activator -1, MBD2 inh -3, UHRF1 binding -3, HTRA1 inhibitor -1, rCAG binder -5, TCR CD3 inh 2, ABHD4 inh 6, SIAE inh -1 and PRMT1 FP inh -2.
CCOc1ccc(NC(=O)COC(=O)C2COc3ccccc3O2)cc1 (stereo unspecified) was read as NPR2 activator 2, NPR1 activator 9, MBD2 inh 4, UHRF1 binding 5, HTRA1 inhibitor -1, rCAG binder 1, TCR CD3 inh -1, ABHD4 inh 5, SIAE inh 5 and PRMT1 FP inh 1.
Screening O=C(Cn1c(=O)n(Cc2ccc3c(c2)OCO3)c(=O)c2ccccc21)N1CCCc2ccccc21 returned NPR2 activator 14, NPR1 activator 3, MBD2 inh -3, UHRF1 binding -3, HTRA1 inhibitor -7, rCAG binder 3, TCR CD3 inh 5, ABHD4 inh 6, SIAE inh -11 and PRMT1 FP inh -1.

Main list (from the top)
Screening C/C(=N\NC(=O)c1ccncc1)c1cc2ccccc2o1 returned NPR2 activator 2, NPR1 activator -1, MBD2 inh -3, UHRF1 binding -3, HTRA1 inhibitor -1, rCAG binder -5, TCR CD3 inh 2, ABHD4 inh 6, SIAE inh -1 and PRMT1 FP inh -2.
CCOc1ccc(NC(=O)COC(=O)C2COc3ccccc3O2)cc1 (stereo unspecified) was read as NPR2 activator 2, NPR1 activator 9, MBD2 inh 4, UHRF1 binding 5, HTRA1 inhibitor -1, rCAG binder 1, TCR CD3 inh -1, ABHD4 inh 5, SIAE inh 5 and PRMT1 FP inh 1.
Screening O=C(Cn1c(=O)n(Cc2ccc3c(c2)OCO3)c(=O)c2ccccc21)N1CCCc2ccccc21 returned NPR2 activator 14, NPR1 activator 3, MBD2 inh -3, UHRF1 binding -3, HTRA1 inhibitor -7, rCAG binder 3, TCR CD3 inh 5, ABHD4 inh 6, SIAE inh -11 and PRMT1 FP inh -1.
For CC[N+](C)(CC)CCC/C(=N/O)C(O)(c1ccccc1)c1ccccc1 the results were NPR2 activator 3, NPR1 activator -2, MBD2 inh 0, UHRF1 binding 1, rCAG binder -3, TCR CD3 inh -7, ABHD4 inh -6, SIAE inh 5 and PRMT1 FP inh -2.
`COc1ccc2c(c1)OC[C@H]1[C@H]2N2C(=O)c3ccc(F)cc3NC(=O)[C@@]2(C)[C@H]1c1ccccc1` gave NPR2 activator 0, NPR1 activator -3, MBD2 inh -5, UHRF1 binding -1, HTRA1 inhibitor -54, rCAG binder 8, TCR CD3 inh 7, ABHD4 inh -35, SIAE inh -39 and PRMT1 FP inh 0.
CNc1ccc(Oc2nc([N+](=O)[O-])nn2C)cc1 was read as NPR2 activator -4, NPR1 activator 0, MBD2 inh -3, UHRF1 binding 0, HTRA1 inhibitor 13, rCAG binder 3, TCR CD3 inh 9, ABHD4 inh 9, SIAE inh 3 and PRMT1 FP inh 5.
Screening Cn1c(SC2=CS(=O)(=O)c3ccccc32)nc2ccccc21 returned NPR2 activator -3, NPR1 activator -4, MBD2 inh 1, UHRF1 binding -1, HTRA1 inhibitor -1, rCAG binder 0, TCR CD3 inh 6, ABHD4 inh 4, SIAE inh -1 and PRMT1 FP inh -1.
`CCc1ccc(NC(=O)NCCN2CCN(c3ccc(OC)cc3)CC2)cc1` gave NPR2 activator 1, NPR1 activator -1, MBD2 inh 1, UHRF1 binding 5, HTRA1 inhibitor -1, rCAG binder -5, TCR CD3 inh -2, ABHD4 inh -1, SIAE inh 9 and PRMT1 FP inh -5.
`Cc1[nH]c(=O)[nH]c(=O)c1N1CCOCC1` gave NPR2 activator 2, NPR1 activator 1, MBD2 inh 1, UHRF1 binding 6, HTRA1 inhibitor 5, rCAG binder -2, TCR CD3 inh 0, ABHD4 inh -5, SIAE inh -3 and PRMT1 FP inh -2.
Screening Cc1ccc(NC(=O)NNC(=O)c2ccc3c(c2)NC(=O)C(C)(C)O3)cc1 returned NPR2 activator 0, NPR1 activator 3, MBD2 inh 2, UHRF1 binding -5, HTRA1 inhibitor -1, rCAG binder -2, TCR CD3 inh 3, ABHD4 inh 0, SIAE inh -4 and PRMT1 FP inh -3.
Screening Cc1nc2ccc(NC(=S)NC(C)C)cc2nc1C returned NPR2 activator 2, NPR1 activator 4, MBD2 inh -1, UHRF1 binding -2, HTRA1 inhibitor 3, rCAG binder 3, TCR CD3 inh -2, ABHD4 inh -8, SIAE inh -9 and PRMT1 FP inh 0.
For Nc1cc2c3ccccc3ccc2c2ccccc12 the results were NPR2 activator 2, NPR1 activator 1, MBD2 inh 1, UHRF1 binding 8, HTRA1 inhibitor 6, rCAG binder 17, TCR CD3 inh -3, ABHD4 inh 14, SIAE inh 2 and PRMT1 FP inh 2.
`CCN(CC)S(=O)(=O)c1cc(NC(=O)NCCCl)ccc1C` gave NPR2 activator 2, NPR1 activator 1, MBD2 inh 8, UHRF1 binding 6, HTRA1 inhibitor 6, rCAG binder -1, TCR CD3 inh -6, ABHD4 inh -4, SIAE inh -3 and PRMT1 FP inh 15.
`O=C(c1cccs1)N1CCc2c([nH]c3ccccc23)C1c1ccccn1` (stereo unspecified) gave NPR2 activator -7, NPR1 activator -8, MBD2 inh 1, UHRF1 binding -3, HTRA1 inhibitor -14, rCAG binder 0, TCR CD3 inh 8, ABHD4 inh -8, SIAE inh -1 and PRMT1 FP inh 0.
Cc1nc2ccccn2c1C(=O)N/N=C/c1ccccc1[N+](=O)[O-] was read as NPR2 activator -7, NPR1 activator 1, MBD2 inh 0, UHRF1 binding -2, HTRA1 inhibitor 0, rCAG binder -2, TCR CD3 inh 7, ABHD4 inh 4, SIAE inh -4 and PRMT1 FP inh 2.
CCC(C)Nc1nc2c(C)cccn2c(=O)c1C=Nc1ccc(OC)cc1 (stereo unspecified) was read as NPR2 activator -14, NPR1 activator -3, MBD2 inh -6, UHRF1 binding -3, HTRA1 inhibitor -2, rCAG binder 0, TCR CD3 inh 1, ABHD4 inh 4, SIAE inh 9 and PRMT1 FP inh 2.
Oc1[nH]c2ccccc2c1N=Nc1c(F)c(F)c(Cl)c(F)c1F was read as NPR2 activator 3, NPR1 activator 5, MBD2 inh -6, UHRF1 binding 0, HTRA1 inhibitor 6, rCAG binder 5, TCR CD3 inh 0, ABHD4 inh -2, SIAE inh 4 and PRMT1 FP inh -2.
`CC(C)(C)N1C(=O)[C@H]2[C@@H](c3ccc(Br)cc3)N3C(=O)N(c4cccc(F)c4)C(=O)[C@@]3(C)[C@H]2C1=O` gave NPR2 activator -2, NPR1 activator -3, MBD2 inh 1, UHRF1 binding -1, HTRA1 inhibitor -53, rCAG binder -4, TCR CD3 inh 1, ABHD4 inh -1, SIAE inh -3 and PRMT1 FP inh -1.
`CNc1cc(-c2cccc(N(C)C)c2)ncn1` gave NPR2 activator 0, NPR1 activator -2, MBD2 inh 8, UHRF1 binding 2, rCAG binder 1, TCR CD3 inh -4, ABHD4 inh -5, SIAE inh 1 and PRMT1 FP inh 9.
Screening Cc1ccc(-c2ccc(SCC(=O)NC3CCCCC3)nn2)cc1 returned NPR2 activator -10, NPR1 activator 6, MBD2 inh 0, UHRF1 binding 0, HTRA1 inhibitor -1, rCAG binder -6, TCR CD3 inh 4, ABHD4 inh 4, SIAE inh -3 and PRMT1 FP inh 2.
For Cc1ccc(NC(=O)CS(=O)CC(=O)N(c2ccc(C)cc2)C(C)C(=O)NC2CCCCC2)cc1 (stereo unspecified) the results were NPR2 activator 2, NPR1 activator 1, MBD2 inh -7, UHRF1 binding -1, HTRA1 inhibitor -6, rCAG binder -11, TCR CD3 inh -3, ABHD4 inh -1, SIAE inh 2 and PRMT1 FP inh 1.
`CC(CCCC(C)(C)O)NCCO` (stereo unspecified) gave NPR2 activator 6, NPR1 activator 1, MBD2 inh -3, UHRF1 binding 0, HTRA1 inhibitor 4, rCAG binder -1, TCR CD3 inh -7, ABHD4 inh -5, SIAE inh -11 and PRMT1 FP inh -4.
`O=C(COC(=O)c1cccc(Br)c1)Nc1cccc2c1C(=O)c1ccccc1C2=O` gave NPR2 activator -4, NPR1 activator 8, MBD2 inh 2, UHRF1 binding 6, HTRA1 inhibitor 1, rCAG binder 12, TCR CD3 inh 5, ABHD4 inh 13, SIAE inh 1 and PRMT1 FP inh 3.
`CCOC(=O)c1ccc(N2CCCCC2)c(NS(=O)(=O)c2cccc(C(F)(F)F)c2)c1` gave NPR2 activator 5, NPR1 activator -2, MBD2 inh 4, UHRF1 binding -1, HTRA1 inhibitor -23, rCAG binder 2, TCR CD3 inh 11, ABHD4 inh -14, SIAE inh 2 and PRMT1 FP inh -2.
For CC(=O)CSc1nnc2c3ccccc3nc(C(C)(C)C)n12 the results were NPR2 activator 2, NPR1 activator 9, MBD2 inh -2, UHRF1 binding -1, HTRA1 inhibitor 1, rCAG binder -5, TCR CD3 inh 2, ABHD4 inh -3, SIAE inh 0 and PRMT1 FP inh 2.
O=C(NCc1ccco1)c1ccc(CS(=O)(=O)Cc2ccc(Cl)cc2)o1 was read as NPR2 activator 2, NPR1 activator -2, MBD2 inh 2, UHRF1 binding -3, HTRA1 inhibitor -2, rCAG binder 1, TCR CD3 inh 0, ABHD4 inh -2, SIAE inh 1 and PRMT1 FP inh -1.
O=C(CCN1CCOCC1)NNC(=O)Nc1cccc([N+](=O)[O-])c1 was read as NPR2 activator 5, NPR1 activator 2, MBD2 inh 6, UHRF1 binding 17, HTRA1 inhibitor -1, rCAG binder 4, TCR CD3 inh 1, ABHD4 inh -9, SIAE inh 1 and PRMT1 FP inh -3.
Screening CCCCc1ccc(NC(=O)CSc2nc3ncccc3[nH]2)cc1 returned NPR2 activator 2, NPR1 activator -3, MBD2 inh 3, UHRF1 binding -2, HTRA1 inhibitor -18, rCAG binder 3, TCR CD3 inh 1, ABHD4 inh -51, SIAE inh -16 and PRMT1 FP inh 0.
COc1cc2c(cc1NC(=O)CSc1nnc(-c3cccnc3)n1-c1ccc(Br)cc1)oc1ccccc12 was read as NPR2 activator -2, NPR1 activator -6, MBD2 inh -2, UHRF1 binding -1, rCAG binder 10, ABHD4 inh 1, SIAE inh -2 and PRMT1 FP inh 1.
For CC(C)N=C(NS(=O)(=O)c1cccs1)c1ccccc1 the results were NPR2 activator 4, NPR1 activator 3, MBD2 inh -4, UHRF1 binding 0, HTRA1 inhibitor 2, rCAG binder 2, TCR CD3 inh -2, ABHD4 inh -13, SIAE inh -6 and PRMT1 FP inh -3.
`CCN(CC(=O)Nc1ccc(NC(C)=O)cc1)C(=O)CCN1C(=O)c2cccc([N+](=O)[O-])c2C1=O` gave NPR2 activator -3, NPR1 activator 5, MBD2 inh -5, UHRF1 binding -1, HTRA1 inhibitor 3, rCAG binder -2, TCR CD3 inh -3, ABHD4 inh -1, SIAE inh 1 and PRMT1 FP inh 6.
For C=CCNC(=S)Nc1sc2c(c1C#N)CCCC2 the results were NPR2 activator -3, NPR1 activator 2, MBD2 inh -3, UHRF1 binding -4, HTRA1 inhibitor -1, rCAG binder 12, TCR CD3 inh -2, ABHD4 inh 4, SIAE inh 7 and PRMT1 FP inh 3.
O=C(O)CCn1c(O)c(C=C2N=c3ccccc3=N2)sc1=S was read as NPR2 activator 0, NPR1 activator -3, MBD2 inh -5, UHRF1 binding -8, HTRA1 inhibitor 11, rCAG binder 9, TCR CD3 inh -1, ABHD4 inh 14, SIAE inh 0 and PRMT1 FP inh 30*.

Compound activity (PubChem)

Some of the compounds tested; rates above refer to the full screens.
